PKA-R1A activ = activates the PKA-R1A holoenzyme complex. activation, % at 11.4 µM. PKA-R1A dissociation, Cy5-IP20 fluorescence polarization; scaled: DMSO 0%, 113 µM cGMP 100%. 340,000 compounds, 0.083% hits. P00514+P68181. AID 504707;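 active = percent activation above the mean of all tested compounds plus 3 SD, cut at about 19% in these data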;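 note: higher means more PKAc released from R1A so a rise in polarization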
OPRM1-OPRD1 ag = OPRM1-OPRD1 heterodimerization agonism; P35372+P41143; cells, luminescence; activation, % at 9.3 µM; AID 504326; 340,000 compounds, 0.3% hits; in the data active = activation above about 18%;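 note: 0% = vehicle-treated cells and 100% = reference agonist; values of inactives mirror those of a sister screen read the other way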
PfHsp90 set2 = growth inhibition of yeast expressing Plasmodium Hsp90; AID 504621; 310,000 compounds, 0.32% hits; inhibition, % at 9.4 µM; S. cerevisiae expressing PfHsp90, BacTiter-Glo ATP, 48 h; yeast lacking PDR1 and PDR3 efflux regulators;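 active = every replicate shows inhibition above about 80%, whatever the replicate mean, limit read from the data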;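 note: 0% = DMSO neutral controls and 100% = 20 µM radicicol positive controls; yeast relying on Plasmodium falciparum Hsp90 in place of its own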
Tat export inh = E. coli Tat transport inhibition. E. coli MC4100 TorA-mCherry Tat export, fluorescence. inhibition, % at 10 µM. 340,000 compounds, 0.036% hits. AID 488895;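 active = mean replicate inhibition at least 50% and at least half of replicates individually reaching 50%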;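 note: exported cargo escapes ClpAP degradation while cytoplasmic cargo is degraded and loses fluorescence; 0% = median of neutral control wells and 100% = median of NaSCN control wells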
OPRM1-OPRD1 inv = inverse agonists of human mu-delta opioid receptor heterodimerization; 340,000 compounds, 0.21% hits; cell-based MOR-DOR heterodimer luminescence, inverse agonism; AID 504357; inhibition, % at 9.3 µM; P35372+P41143; in the data active = inhibition above about 22%, passing the limit was not always enough;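 note: 0% = cells with DMSO and 100% = wells without cells with DMSO; values of inactives mirror those of a sister screen read the other way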
AddAB inh = less growth of phage-infected E. coli with AddAB; AID 435030; E. coli expressing H. pylori AddAB, absorbance growth; 330,000 compounds, 0.29% hits; inhibition, % at 11.9 µM; in the data active = inhibition above about 12%;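 note: 0% = vehicle wells of infected cells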
Ecoli viability = bacterial growth inhibition, counter-screen for AddAB inhibitors; E. coli V3065 growth, OD600 absorbance, 18 h; inhibition, % at 11.9 µM; 330,000 compounds, 0.27% hits; AID 449728;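 active = inhibition above the campaign's mean inhibition across all tested compounds plus 3 SD, cut at about 9.9% in these data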;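 note: uninfected addAB+ strain grown without phage in ampicillin broth; 0% = DMSO wells and 100% = ciprofloxacin 0.95 µg/ml wells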
PKA-R2B act = activators of human PKA-R2B complex; P22694+P31323; PKA-R2B holoenzyme dissociation, Cy5-IP20 fluorescence polarization; R2B truncated from residue 108, S112A mutant; 0% DMSO only, 100% 113 µM cGMP; activation, % at 11.4 µM; 340,000 compounds, 0.079% hits;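 active = activation above a cutoff set at the mean over all compounds plus 3 SD, cut at about 18% in these data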;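 note: higher means more holoenzyme dissociation and a rise in polarization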
Target sequence (P31323 whole entry, looked up, other chains not shown, the tested form may be a part): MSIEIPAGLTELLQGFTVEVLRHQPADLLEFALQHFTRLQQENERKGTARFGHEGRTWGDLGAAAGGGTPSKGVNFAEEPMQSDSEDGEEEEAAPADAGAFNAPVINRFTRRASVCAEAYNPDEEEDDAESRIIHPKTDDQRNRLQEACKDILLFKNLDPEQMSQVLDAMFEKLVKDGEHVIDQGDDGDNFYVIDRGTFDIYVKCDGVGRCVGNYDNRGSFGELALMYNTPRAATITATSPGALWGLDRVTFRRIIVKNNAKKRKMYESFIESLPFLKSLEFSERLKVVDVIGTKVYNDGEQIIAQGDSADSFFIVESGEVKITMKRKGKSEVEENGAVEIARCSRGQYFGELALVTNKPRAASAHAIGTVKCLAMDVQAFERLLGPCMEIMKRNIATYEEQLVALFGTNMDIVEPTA
HTR5A inv ag = HTR5A inverse agonism, opioid heterodimer counter-screen; HTR5A cell line, luminescence; inhibition, % at 9.3 µM; 340,000 compounds, 0.083% hits; in the data active = inhibition mostly above about 23%, no sharp cut-off; inactive = mostly below about 18%;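 note: 0% = cells with DMSO and 100% = no-cell wells with DMSO; some compounds called inactive have numbers as strong as hits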
Target sequence (P47898 whole entry, looked up): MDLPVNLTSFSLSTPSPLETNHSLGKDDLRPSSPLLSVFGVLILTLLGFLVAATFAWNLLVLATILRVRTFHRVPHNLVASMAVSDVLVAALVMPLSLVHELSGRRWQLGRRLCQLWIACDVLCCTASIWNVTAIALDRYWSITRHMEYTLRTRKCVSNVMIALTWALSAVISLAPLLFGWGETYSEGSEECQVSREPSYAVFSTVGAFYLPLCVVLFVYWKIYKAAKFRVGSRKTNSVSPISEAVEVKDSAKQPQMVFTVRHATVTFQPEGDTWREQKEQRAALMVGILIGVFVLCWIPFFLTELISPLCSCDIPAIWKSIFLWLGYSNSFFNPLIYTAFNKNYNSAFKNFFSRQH
Mot1-301 SUMO = blocks SUMOylation pathway, rescuing yeast Mot1-301 growth; AID 2716; S. cerevisiae Mot1-301 growth rescue, ATP luminescence, 38.5C; percent above DMSO median, 100 means doubled; growth rescue, % at 18.8 µM; 320,000 compounds, 1% hits;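 active = every valid replicate shows activation above 250% relative to neutral control wells; inactive = the rest, any valid replicate at or below 250%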;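 note: OY570 slx delta 5 strain wells were the positive control but not used for scaling; some compounds called inactive have numbers as strong as hits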
phage Ecoli inh = E. coli growth loss with phage present; inhibition, % at 11.9 µM; 360,000 compounds, 0.26% hits; growth absorbance; in the data active = inhibition above about 11%
The depositor's hits bear a star; · = no result given. This is a random part of the collection; any-hit rate near 2.2%.

Sample of the layout:
SMILES	PKA-R1A activ	OPRM1-OPRD1 ag	PfHsp90 set2	Tat export inh	OPRM1-OPRD1 inv	AddAB inh	Ecoli viability	PKA-R2B act	HTR5A inv ag	Mot1-301 SUMO	phage Ecoli inh
CC(=O)C[C@H](O)CC(=O)[C@H]1OC(=O)CCCCC/C=C/Cc2ccccc21	-1	-1.6	0	2	9	2.2	-0.6	-9	-15	32	0.2
NCCCC[C@H]1CNC(=S)N1CCCCC1CCCCC1	2	0.0	7	5	0	1.5	-2.6	-8	-23	-1	1.6
C=CCNC(=O)c1cnn(-c2ccccc2)c1-c1ccccc1	-3	-2.1	-4	-4	10	-0.2	2.0	-1	12	0	0.6

This part in full (from the top)
SMILES	PKA-R1A activ	OPRM1-OPRD1 ag	PfHsp90 set2	Tat export inh	OPRM1-OPRD1 inv	AddAB inh	Ecoli viability	PKA-R2B act	HTR5A inv ag	Mot1-301 SUMO	phage Ecoli inh
CC(=O)C[C@H](O)CC(=O)[C@H]1OC(=O)CCCCC/C=C/Cc2ccccc21	-1	-1.6	0	2	9	2.2	-0.6	-9	-15	32	0.2
NCCCC[C@H]1CNC(=S)N1CCCCC1CCCCC1	2	0.0	7	5	0	1.5	-2.6	-8	-23	-1	1.6
C=CCNC(=O)c1cnn(-c2ccccc2)c1-c1ccccc1	-3	-2.1	-4	-4	10	-0.2	2.0	-1	12	0	0.6
COCCOc1cc2ncnc(N3CCC(C(=O)O)CC3)c2cc1OCCOC	-4	-1.9	0	6	10	-1.9	0.3	0	-3	20	1.8
CC(Oc1ccc(Cl)cc1)C(=O)N/N=C/c1ccsc1 (stereo unspecified)	-8	0.0	-15	-2	0	-1.6	1.4	-11	-17	-10	4.1
CCCCOc1ccc(C2NC(=O)NC(C)=C2C(C)=O)cc1OCC (stereo unspecified)	5	-0.2	·	-3	1	3.0	-1.6	-16	-4	358	3.7
CCOC(=O)[C@H]1[C@H]2COc3ccc(Cl)cc3[C@@H]2N2C(=O)c3cc(Br)ccc3NC(=O)[C@@]12C	-4	1.6	-54	3	-9	7.6	-1.7	-5	2	25	3.6
O=C(O)c1ccc(-c2ccc(/C=C3\NC(=O)N(Cc4ccc(Cl)cc4)C3=O)o2)cc1Cl	2	2.1	-19	4	-11	·	·	4	-25	·	1.7
NC(=O)CC(NC(=O)c1cccc(Br)c1)c1ccc(NC2CCCCCCCCCCC2)c([N+](=O)[O-])c1 (stereo unspecified)	10	-1.7	1	-1	9	1.8	-0.7	4	-6	130	-1.4
Cc1cccnc1NC(=O)CCCc1c[nH]c2ccccc12	2	1.4	-4	12	-7	2.8	-1.4	0	-14	-17	0.6
CC(=O)Oc1ccc(/C=N/NC(=O)c2ccc(N(C)S(=O)(=O)c3ccccc3)cc2)cc1	3	-1.1	-17	-3	8	1.2	0.5	-8	2	-8	2.6
O=C(NCc1ccc2c(c1)OCO2)c1ccc2c(c1)S(=O)(=O)c1ccccc1C2=O	22*	1.7	0	-7	-10	2.0	1.7	-7	15	8	3.5
CCOC(=O)N1CCN(C(=O)c2ccc(Cn3c(=S)[nH]c4ccc(Br)cc4c3=O)cc2)CC1	-5	-1.3	0	0	7	0.6	-1.4	-2	5	18	-2.0
Cc1cccc(-n2cc(CNCCN3CCOC3=O)c(-c3cccc(F)c3)n2)c1	-6	-2.4	-3	-8	12	-3.5	-0.4	-3	-2	217	2.5
CCS(=O)(=O)n1nc(-c2ccccc2)cc1N	-5	-2.6	-15	11	16	0.5	1.0	5	-7	-14	1.1
Cc1ccc(C)c(CN2C(=O)C3(OCCCO3)c3ccccc32)c1	-2	2.6	11	14	-14	2.9	1.4	-9	11	-11	3.3
O=C(OCc1nnn(Cc2ccccc2)c1-c1c(COC(=O)c2ccccc2)nnn1Cc1ccccc1)c1ccccc1	-9	-4.5	1	4	21	-0.8	0.4	5	-4	-6	·
COc1cccc(-c2nc(N3CCN(c4ccccc4)CC3)c3ccccc3n2)c1O	-11	-3.1	13	0	17	3.9	0.6	-5	4	4	1.9
Cc1cc(=O)n2c3ccccc3n(CC(O)CN3CCC(C)CC3)c2c1C#N (stereo unspecified)	-8	-2.5	-5	1	13	·	·	2	-10	·	2.7
Cc1cc(C)c(NS(=O)(=O)c2c(C)noc2C)c(C)c1	-4	0.3	-8	-2	-2	3.8	1.0	-18	-4	-6	2.2

No new results follow: five of the compounds above.
SMILES	PKA-R1A activ	OPRM1-OPRD1 ag	PfHsp90 set2	Tat export inh	OPRM1-OPRD1 inv	AddAB inh	Ecoli viability	PKA-R2B act	HTR5A inv ag	Mot1-301 SUMO	phage Ecoli inh
Cc1ccc(C)c(CN2C(=O)C3(OCCCO3)c3ccccc32)c1	-2	2.6	11	14	-14	2.9	1.4	-9	11	-11	3.3
O=C(OCc1nnn(Cc2ccccc2)c1-c1c(COC(=O)c2ccccc2)nnn1Cc1ccccc1)c1ccccc1	-9	-4.5	1	4	21	-0.8	0.4	5	-4	-6	·
COc1cccc(-c2nc(N3CCN(c4ccccc4)CC3)c3ccccc3n2)c1O	-11	-3.1	13	0	17	3.9	0.6	-5	4	4	1.9
Cc1cc(=O)n2c3ccccc3n(CC(O)CN3CCC(C)CC3)c2c1C#N (stereo unspecified)	-8	-2.5	-5	1	13	·	·	2	-10	·	2.7
Cc1cc(C)c(NS(=O)(=O)c2c(C)noc2C)c(C)c1	-4	0.3	-8	-2	-2	3.8	1.0	-18	-4	-6	2.2

(next part)
SMILES	PKA-R1A activ	OPRM1-OPRD1 ag	PfHsp90 set2	Tat export inh	OPRM1-OPRD1 inv	AddAB inh	Ecoli viability	PKA-R2B act	HTR5A inv ag	Mot1-301 SUMO	phage Ecoli inh
CC(=O)NC1C(OCc2cccc(Br)c2)OC(COC(C)=O)C(OC(C)=O)C1OC(C)=O (stereo unspecified)	7	2.0	21	-9	-11	1.6	0.0	-4	-12	893	4.7
COc1ccc(S(=O)(=O)N2CCOC2CNC(=O)C(=O)NCCN2CCOCC2)cc1OC (stereo unspecified)	-2	-3.3	24	0	11	0.7	0.7	-7	-14	-19	0.4
COc1ccc(OC)c(NC(=O)CCN2C(=O)c3cccc([N+](=O)[O-])c3C2=O)c1	-3	-0.4	-28	-4	2	0.5	-1.7	12	-2	-8	1.8
N[C@@H](C(=O)N[C@@H]1C(=O)N2C(C(=O)O)=C(Cl)CS[C@H]12)c1ccccc1	-6	-0.6	-3	-10	3	1.3	-1.4	-8	-15	-22	6.1
O=C(/C=C/c1ccco1)NCC1OCCc2ccccc21 (stereo unspecified)	-6	-2.8	-6	9	14	0.0	-0.9	-9	-16	158	4.3
CC(C)CCOc1ccc(C2=NNC(=O)CC2)cc1	8	0.5	-30	-3	-2	1.1	-1.8	1	18	-15	3.9
CC12CC3(C)CC(C)(C1)CC(NC(=O)N1CCCC1)(C2)C3	2	1.2	-24	5	-6	0.8	-1.3	-2	3	-25	2.9
O=C(CSc1cc(Cl)ccc1Cl)Nc1ccc(N2CCOCC2)cc1	-5	-2.5	-5	3	9	0.2	-1.4	-2	-11	8	2.1
COc1ccc(NC(=O)CN(C)CC(=O)Nc2ccc(C)c(S(=O)(=O)N3CCCCC3)c2)cc1	-4	-0.1	-17	14	1	1.6	0.7	-2	3	-1	2.9
COC(=O)C1=C(C)N(C)C(=O)NC1c1c(OC)ccc2ccccc12 (stereo unspecified)	5	2.4	2	6	-17	2.9	1.3	5	14	7	1.4
O=[N+]([O-])c1ccc(C2CC(c3ccccc3)=Nc3ccccc3S2)cc1 (stereo unspecified)	-6	-0.5	-17	-1	2	1.1	-1.8	0	-8	-5	0.1
O=C(O)c1ccc(O)c(N2C(=O)Nc3ccccc3N2O)c1	3	-2.3	-28	-6	12	-0.2	0.5	4	-31	-2	0.9
COc1ccc(OC)c(CCNC(=O)CCC(=O)N2CCOc3ccc(C)cc32)c1	-6	-1.0	-4	4	6	-2.9	-1.8	-8	-27	13	0.9
C/C(=N\NC(=O)C1=NNC(=O)C1C)c1cccs1 (stereo unspecified)	·	·	-29	-1	·	1.9	0.2	·	·	-2	3.1
COc1ccccc1CN1CC(C(=O)NCc2cccc(C)n2)CCC1=O (stereo unspecified)	-2	-3.8	-16	6	19	1.9	1.3	-4	12	-5	1.3
COc1ccc(C(=O)NCCc2ccc(C(F)(F)F)cc2)cc1S(=O)(=O)N1CCOCC1	7	-2.5	9	0	10	-1.8	0.9	-1	2	-30	3.0
COc1cccc(NC(=O)CN2C(=O)C(c3ccc(C)cc3)=NC23CCCCCC3)c1	-3	5.9	7	-4	-30	3.4	1.6	-1	-3	-3	2.2
COc1ccccc1-c1sc2ccccc2c1-c1ccc(Br)nc1	5	-0.9	3	-3	5	0.4	-0.4	-17	-14	-11	2.1
CCN(CC)c1ccc(NC(=O)c2cnc3ccccn3c2=O)c(C)c1	-3	0.2	-7	-6	-1	0.3	-1.7	-7	8	10	0.7
Cc1cc(C)n(CCN(C)c2nc3nonc3nc2NC2CC2)n1	1	-0.4	-8	-6	2	1.4	0.8	4	-6	1	4.2
OC(COc1ccc(Cl)c2ccccc12)CN1CCN(c2ccccn2)CC1 (stereo unspecified)	-15	-0.2	3	-4	1	1.0	1.6	2	-13	-34	-0.6
Cc1ccc(NC(=O)Nc2ccccc2C(N)=O)cc1	-4	-3.2	18	4	16	-1.1	0.7	-15	5	5	-0.7
O=C(c1cccs1)N1CCC2(O)CCCCC2C1c1ccc(F)cc1 (stereo unspecified)	-3	1.4	-10	-3	-7	4.4	-1.2	1	5	-13	-3.0
COCCN(CCOC)S(=O)(=O)c1ccc(C(=O)Nc2nc(-c3ccncc3)cs2)cc1	-17	0.4	-18	-5	-2	-2.9	-1.2	-6	-30	155	-0.8
CC1CCCN(C(=O)COC(=O)Cc2c[nH]c3ccccc23)C1 (stereo unspecified)	-2	-2.1	9	-2	8	2.2	0.3	-7	-11	11	2.1
O=S(=O)(NC1=NCCC1)c1cccc(NC(=S)Nc2ccc(OC(F)F)cc2)c1	-7	-1.5	0	-3	8	-1.2	-0.7	-9	1	-8	1.9
